Neddylation inh: blocks human cullin neddylation; P61081+Q13564; TR-FRET cullin neddylation, biochemical; calls only at 25 µM; 0.58% of 360,000 active; AID 651699; in the data active = inhibition above about 36%
Target sequence (P61081 whole entry, looked up): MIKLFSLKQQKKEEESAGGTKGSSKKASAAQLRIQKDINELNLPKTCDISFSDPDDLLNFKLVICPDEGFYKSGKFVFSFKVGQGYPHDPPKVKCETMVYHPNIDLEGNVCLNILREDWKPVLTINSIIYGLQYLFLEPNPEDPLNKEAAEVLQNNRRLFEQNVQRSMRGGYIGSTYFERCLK
Target sequence (Q13564 whole entry, looked up): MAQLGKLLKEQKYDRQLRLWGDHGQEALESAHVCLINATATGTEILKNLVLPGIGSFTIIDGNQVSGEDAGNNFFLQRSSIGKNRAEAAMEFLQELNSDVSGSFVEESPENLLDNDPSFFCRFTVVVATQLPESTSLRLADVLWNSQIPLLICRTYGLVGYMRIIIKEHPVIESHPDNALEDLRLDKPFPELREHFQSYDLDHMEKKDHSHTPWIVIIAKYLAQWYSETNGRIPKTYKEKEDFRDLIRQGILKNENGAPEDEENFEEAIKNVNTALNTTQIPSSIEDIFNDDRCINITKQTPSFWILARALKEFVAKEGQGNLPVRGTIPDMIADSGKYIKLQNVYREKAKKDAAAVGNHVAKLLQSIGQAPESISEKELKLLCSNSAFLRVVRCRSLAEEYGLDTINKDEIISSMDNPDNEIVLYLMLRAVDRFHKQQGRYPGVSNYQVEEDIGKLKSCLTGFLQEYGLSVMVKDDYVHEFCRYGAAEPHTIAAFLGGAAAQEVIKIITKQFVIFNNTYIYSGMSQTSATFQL
PABP1 MLLE inh: blocks PAM2 peptide binding to the PABP1 MLLE domain. GST-MLLE / FITC-PAM2 fluorescence polarization. inhibition, % at 20 µM. 0.36% of 360,000 active. AID 588489; in the data active = inhibition above about 35%, passing the limit was not always enough;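 also: plate controls were DMSO wells with GST-MLLE for no effect and wells lacking GST-MLLE protein for full effect; some results filed as inactive read as strong as hits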
Rin1-Abl PPI inh: blocks binding of human Rin1 to Abl; P00519+Q13671; TR-FRET Rin1/Abl binding, biochemical; inhibition, % at 7.35 µM; 0.4% of 360,000 active; AID 588664; in the data active = inhibition above about 5%, passing the limit was not always enough
MsrA act: activators of bovine methionine sulfoxide reductase A | purified bovine MsrA, absorbance read-out | activation, % at 10.6 µM | 0.3% of 360,000 active | AID 602163; in the data active = activation above about 7.5%;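 also: 0% = vehicle and 100% = reference activator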
FAS TE block: inhibitors of human fatty acid synthase thioesterase domain. P49327. recombinant FAS-TE, OMFH fluorogenic substrate, fluorescence endpoint. inhibition, % at 15 µM. 0.67% of 360,000 active. AID 602261;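 active = compounds whose normalised, plate-corrected inhibition of enzyme fluorescence in the single-dose primary screen is 50% or more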;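 also: 0% = DMSO with enzyme and 100% = substrate without enzyme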
MT1-MMP act inh: MT1-MMP (human) activation inhibition; HT1080 RFP-PRO-GFP cells, GFP/RFP ratio fluorescence, overnight; percent of plate control window, DMSO zero; GFP/RFP ratio change, % at 20 µM; 0.061% of 360,000 active; AID 651647;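 active = GFP/RFP ratio change of at least 30% with cell ATP level not reduced by more than half and red fluorescence within 50% of control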; also: strong numbers were not always called active
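Assay system: HT1080 RFP-PRO-GFP cells. Benchmarks: DMSO vehicle wells and RFP-L50D-GFP reporter cell wells. Times: overnight cell settling, then overnight compound exposure, 37 °C, 5% CO2. Compound: 20 µM single dose, 1% DMSO. Read-out basis: GFP/RFP fluorescence ratio.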
SKN-1 inh: inhibitors of C. elegans SKN-1; C. elegans VP596 Pgst-4::GFP/RFP ratio, acrylamide-induced, 24 h; inhibition, % at 21.8 µM; 0.49% of 360,000 active; AID 624304;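 active = interference check ratio from 0.5 to 1.5 plus GFP to RFP signal ratio inhibition reaching or exceeding a fixed threshold, cut at about 30% in these data, passing the limit was not always enough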; also: some compounds called inactive have numbers as strong as hits
NRP1-CendR mod: modulators of CendR peptide binding to human neuropilin-1 | AID 602438 | inhibition, % at 25 µM | O14786 | 0.85% of 360,000 active | FAM-RPARPAR peptide binding to NRP-1, fluorescence polarization;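 active = inhibition or corrected inhibition above about 18%, plus a signal ratio from 0.5 to 1.5, limit read from the data, passing the limit was not always enough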; also: strong numbers were not always called active
eLon inh: E. coli protease La inhibition; inhibition, % at 7.94 µM; purified E. coli Lon protease, fluorescence polarization; P0A9M0; 0.42% of 360,000 active; in the data active = inhibition above about 13%, passing the limit was not always enough;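 also: 0% = enzyme with probe and DMSO and 100% = no enzyme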
Starred values were filed as active, the others as inactive; i = inactive; nt = not tested or not shown.

1	Cc1ccc(-c2nn(-c3ccccc3)cc2C(=O)NC2CCC(O)CC2)cc1 (configuration not stated)
2	O=C(N/N=C/c1ccc([N+](=O)[O-])cc1)c1cc(-c2ccc3c(c2)OCO3)n[nH]1
3	CCCCN(C(=O)NC(=O)C1=C(N2CCOCC2)/C(=C/c2ccccc2)CC1)S(C)(=O)=O
4	CCOc1ccccc1C=NNC(=O)C1CC1
5	COc1cc(CC(=O)O)ccc1OCc1ccccc1
6	O=C(NCCC1CCCCN1S(=O)(=O)c1ccc(F)cc1)C(=O)Nc1ccccc1F (configuration not stated)
7	CC(=O)Nc1ccc(S(=O)(=O)N(C)CCOCc2ccccc2)cc1
8	CC(=O)c1ccc(OCC(O)CN2CCN(S(=O)(=O)c3c(C)c(C)cc(C)c3C)CC2)cc1 (configuration not stated)
compound no.,1,2,3,4,5,6,7,8
Neddylation inh,i,i,nt,i,i,i,i,i
PABP1 MLLE inh,1,-24,6,0,6,1,-2,-6
Rin1-Abl PPI inh,4,-1,3,-4,-3,0,-2,1
MsrA act,-2,-11,-1,-3,-11,0,-3,-1
FAS TE block,4,-4,2,-2,-6,22,3,13
MT1-MMP act inh,-3,4,-3,-1,-4,-2,-1,2
SKN-1 inh,5,-8,16,6,-6,15,1,10
NRP1-CendR mod,1,-4,9,1,26*,3,1,0
eLon inh,-4,9,-24,5,8,8,3,4

Ordered by number of heavy atoms (low to high): 3 of the compounds above.
4	CCOc1ccccc1C=NNC(=O)C1CC1
3	CCCCN(C(=O)NC(=O)C1=C(N2CCOCC2)/C(=C/c2ccccc2)CC1)S(C)(=O)=O
8	CC(=O)c1ccc(OCC(O)CN2CCN(S(=O)(=O)c3c(C)c(C)cc(C)c3C)CC2)cc1 (configuration not stated)
compound no.,4,3,8
Neddylation inh,i,nt,i
PABP1 MLLE inh,0,6,-6
Rin1-Abl PPI inh,-4,3,1
MsrA act,-3,-1,-1
FAS TE block,-2,2,13
MT1-MMP act inh,-1,-3,2
SKN-1 inh,6,16,10
NRP1-CendR mod,1,9,0
eLon inh,5,-24,4

Later entries.
9	CCN(C(=O)COC(=O)c1nn(-c2ccccc2)c(=O)c2ccccc12)C1CCS(=O)(=O)C1 (configuration not stated)
10	O=C(OC1CCN(c2ncc(C(F)(F)F)cc2Cl)CC1)c1ccc(Cl)cc1
11	CCOC(=O)c1sc(NNC(=O)c2ccc(F)cc2)nc1C
12	Cn1c(C2CC(=O)N(Cc3ccccc3)C2)nc2ccccc21 (configuration not stated)
13	O=c1c2[nH]c3ccccc3c2ncn1C1CCCCC1
14	Nc1ncnc2nc(N3CCN(C(=O)c4ccccc4)CC3)[nH]c12
15	CCOC(=O)c1ccc(NC(=O)c2ccccc2)cc1
16	N#C/C(=C\c1cc([N+](=O)[O-])ccc1Cl)C(N)=O
compound no.,9,10,11,12,13,14,15,16
Neddylation inh,i,i,i,i,i,i,i,i
PABP1 MLLE inh,0,6,-107,-6,1,4,8,16
Rin1-Abl PPI inh,-2,-2,1,1,0,-1,0,0
MsrA act,-2,-4,-13,0,-7,1,-3,2
FAS TE block,-3,12,4,-2,-6,-7,-1,6
MT1-MMP act inh,-3,9,nt,3,-3,1,3,-2
SKN-1 inh,-3,2,-13,-3,-10,2,10,-3
NRP1-CendR mod,-15,-7,-6,1,6,5,23*,-14
eLon inh,-7,-12,-2,-6,-5,1,-4,6

17	Brc1ccccc1OCCCOc1cccc2cccnc12
18	Cc1nn(Cc2c(F)cccc2Cl)c(C)c1[N+](=O)[O-]
19	CCOC(=O)CCCNS(=O)(=O)c1c(C)ccc2nsnc12
20	COCC(=O)N1CCC(Oc2ccc(C(=O)NCc3cc(C(C)C)no3)cc2)CC1
21	CC1=C(C)CC(C(=O)Nc2nccs2)C(C(=O)O)C1 (configuration not stated)
22	O=C(O)c1ccccc1-c1ccccc1C(=O)Nc1ccc(F)cc1
23	O=C(Nc1cccc(Cl)c1)c1cc(N=Nc2ccc([N+](=O)[O-])cc2Cl)ccc1O
24	Cc1ccc(OC(=O)c2oc3ccc(F)cc3c2C)c(C)c1
compound no.,17,18,19,20,21,22,23,24
Neddylation inh,i,i,i,i,i,i,i,i
PABP1 MLLE inh,-3,-10,4,0,1,4,-5,4
Rin1-Abl PPI inh,0,-3,-1,-2,0,4,-1,3
MsrA act,-8,-2,-3,-1,0,-5,-4,-1
FAS TE block,15,19,-6,-3,-8,-3,28,25
MT1-MMP act inh,2,-1,2,-1,1,-1,108,-1
SKN-1 inh,-8,8,6,-9,-6,-1,2,-6
NRP1-CendR mod,13,-6,5,20,-11,8,18,8
eLon inh,6,3,-2,-1,-4,-9,5,-3

25	CN(C)S(=O)(=O)c1ccc(N2CCCC2)c(C(=O)NNC(=O)COc2cccc(F)c2)c1
26	Cc1ccc(C)c(Cn2c3ccccc3c3cnn(CC(=O)NCCN4CCOCC4)c(=O)c32)c1
27	CS(=O)(=O)N1CCC(C(=O)Nc2cc(Cl)ccc2Cl)CC1
28	CC1(C)C([N+](=O)[O-])C(c2ccc(F)cc2)NC(c2ccc(F)cc2)C1[N+](=O)[O-] (configuration not stated)
29	FC(F)(F)c1cccc(Cc2noc(CN3CCCC(OCc4ccccn4)C3)n2)c1 (configuration not stated)
30	CC(C)(C)n1ncc2c(=O)n(CC(=O)Nc3ccc4c(c3)OCO4)cnc21
31	O=C(N/N=C\c1cccnc1)c1cc(-c2ccc(Cl)s2)[nH]n1
32	COC(=O)CCC(C)C1CCC2C3CCC4CC(O)CCC4(C)C3=CC(=O)C12C (configuration not stated)
compound no.,25,26,27,28,29,30,31,32
Neddylation inh,i,i,i,i,i,i,i,i
PABP1 MLLE inh,2,15,-13,3,-7,1,-6,6
Rin1-Abl PPI inh,5,3,1,3,1,1,-1,3
MsrA act,1,4,-1,-2,1,3,-10,0
FAS TE block,2,-2,-1,38,3,-2,-10,2
MT1-MMP act inh,3,4,4,3,1,-2,3,2
SKN-1 inh,4,14,9,18,1,2,-11,7
NRP1-CendR mod,3,9,-7,-8,-5,11,5,6
eLon inh,-4,-10,9,7,2,-2,6,-12

33	Cc1nc2ccccn2c1/C(O)=C1\C(=O)C(=O)N(CCCn2ccnc2)C1c1ccncc1 (configuration not stated)
34	Cc1cc(=O)oc2cc(OCC(=O)Nc3ccc(F)cc3F)ccc12
35	CC(=O)c1cccc2c(O)c(C3=Nc4ccccc4C3=O)[nH]c12
36	COC(=O)[C@]12C(=O)NC[C@H](CN1c1ccc(Cl)c(C)c1)N2C
37	CC(C)NC(=O)CSc1nnc(-c2ccc3ncccc3c2)n1C
38	COc1ccc(C)cc1N(CC(=O)NC(C)c1ccccc1)S(C)(=O)=O (configuration not stated)
39	COC(=O)c1cc(-c2cccs2)[nH]n1
40	C=CC[C@H](CC(=O)N(CCO)Cc1ccccc1)C(=O)N[C@H](COC(=O)[C@@H](CC=C)Cc1ccc(F)cc1)Cc1c[nH]c2ccccc12
compound no.,33,34,35,36,37,38,39,40
Neddylation inh,i,i,i,i,i,i,i,i
PABP1 MLLE inh,34,3,30,-2,-2,5,3,-12
Rin1-Abl PPI inh,-4,-2,-4,2,3,-2,0,2
MsrA act,0,0,0,-8,-8,-3,-2,0
FAS TE block,-6,6,6,-16,-8,-3,-12,19
MT1-MMP act inh,-3,-1,13,-1,0,-2,0,-10
SKN-1 inh,6,10,21,-8,-13,2,-5,3
NRP1-CendR mod,-8,2,-4,23,25*,4,3,-4
eLon inh,2,2,0,-9,10,1,-3,-13

Just eLon inh and PABP1 MLLE inh, for some of the entries so far:
| nr | molecule | eLon inh | PABP1 MLLE inh |
| --- | --- | --- | --- |
| 30 | CC(C)(C)n1ncc2c(=O)n(CC(=O)Nc3ccc4c(c3)OCO4)cnc21 | -2 | 1 |
| 31 | O=C(N/N=C\c1cccnc1)c1cc(-c2ccc(Cl)s2)[nH]n1 | 6 | -6 |
| 32 | COC(=O)CCC(C)C1CCC2C3CCC4CC(O)CCC4(C)C3=CC(=O)C12C (configuration not stated) | -12 | 6 |
| 33 | Cc1nc2ccccn2c1/C(O)=C1\C(=O)C(=O)N(CCCn2ccnc2)C1c1ccncc1 (configuration not stated) | 2 | 34 |

Next part
41	O=C(CCN1C(=O)S/C(=C\c2ccc(F)cc2)C1=O)Nc1ccc(O)cc1C(=O)O
42	Cc1ccc(OCCOC(=O)CN2C(=O)NC3(CCCC3)C2=O)cc1
43	COc1ccc(/C=N/NC(=O)c2cccc(C(=O)N/N=C/c3ccc(OC)c(OC)c3)n2)cc1OC
44	COC(=O)CNC(c1ccccc1)c1cc(Br)ccc1NS(=O)(=O)c1ccc(C)cc1 (configuration not stated)
45	CCOC(=O)N1CCN(C(=O)CNC(=O)Cc2ccc(Cl)cc2)CC1
46	C[C@@H]1C(=O)N(c2ccccc2)[C@@H]1c1ccncc1
47	CCCCc1c(O)cc(C)[nH]c1=O
48	COc1cc(C2Nc3ccccc3C(=O)N2c2ccccc2)c(Br)cc1OCC(=O)O (configuration not stated)
compound no.,41,42,43,44,45,46,47,48
Neddylation inh,i,i,nt,i,i,i,i,nt
PABP1 MLLE inh,-11,-3,0,-10,7,6,-15,-2
Rin1-Abl PPI inh,-3,1,-1,1,2,0,0,0
MsrA act,-7,-5,-5,-3,-1,0,0,-4
FAS TE block,-4,-7,-3,27,-7,-2,-4,-6
MT1-MMP act inh,-3,3,-1,-4,2,2,3,-1
SKN-1 inh,11,4,1,8,2,3,9,-3
NRP1-CendR mod,-20,-3,-4,6,25*,2,11,7
eLon inh,4,-9,-1,-5,-2,9,-6,-9

49	CCc1noc(C)c1C(=O)OCC(=O)c1ccc(OC)c(OC)c1
50	Oc1ccccc1/C=N/Nc1nn[nH]n1
51	O=C(CCc1ccccc1)NNC(=O)CCc1ccccc1
52	COCCN(C(=S)Nc1ccccc1C)C(C)c1ccco1 (configuration not stated)
53	COc1ccc(/C(C)=N/NC(=O)CNC(=O)c2cccnc2)c(OC)c1
54	Cc1ccc(CNC(=S)NC2CCC(C(C)(C)C)CC2)cc1 (configuration not stated)
55	Cc1ccc(OCCCCCN2CCOCC2)cc1
compound no.,49,50,51,52,53,54,55
Neddylation inh,nt,i,i,i,i,i,i
PABP1 MLLE inh,4,7,-6,-44,-16,-93,4
Rin1-Abl PPI inh,0,-1,-3,-3,2,0,3
MsrA act,-5,-2,0,-2,-2,0,-2
FAS TE block,1,-5,-2,1,-6,19,-6
MT1-MMP act inh,0,1,-2,4,2,-4,4
SKN-1 inh,-19,0,16,-4,7,-3,-2
NRP1-CendR mod,4,-3,4,4,6,6,5
eLon inh,7,-3,-7,1,-7,-9,-2

Reformatted: results already given.
no.	structure	Neddylation inh	PABP1 MLLE inh	Rin1-Abl PPI inh	MsrA act	FAS TE block	MT1-MMP act inh	SKN-1 inh	NRP1-CendR mod	eLon inh
16	N#C/C(=C\c1cc([N+](=O)[O-])ccc1Cl)C(N)=O	i	16	0	2	6	-2	-3	-14	6
20	COCC(=O)N1CCC(Oc2ccc(C(=O)NCc3cc(C(C)C)no3)cc2)CC1	i	0	-2	-1	-3	-1	-9	20	-1
